Screening data (PubChem)
S1P1 ag pot: S1P1 (human) agonism or agonism potentiation. 56,000 tested, 0.57% active. P21453. activation, % at 9.5 µM. S1P1 CRE-bla cells, forskolin, beta-lactamase FRET, potentiator mode; S1P1 agonist co-added at EC20, 2 nM; 100% = saturating reference agonist, 0% = basal;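 active = activation above a cutoff set at the mean activation of all tested compounds plus 3 SD, cut at about 54% in these data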;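 note: forskolin at 4 µM as EC80 and the EC20 agonist is SEW2871; 100% = SEW2871 at its EC100 plus forskolin at EC80; some compounds past the cut are filed as inactive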
E coli RNAP: blocks E. coli RNA polymerase transcription; P0A8V2; fluorescence transcription assay; inhibition, %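 (tested at 10 µM)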; 62,000 tested, 0.2% active; AID 559; in the data active = inhibition above about 20%;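 note: 0% = enzyme without compound and 100% = no enzyme blank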
M1 antag: M1 muscarinic receptor (rat) antagonism; B-score at 10 µM; CHO-M1 cells, Fluo-4 calcium, ACh EC80 antagonist mode; hits give low values; P08482; 64,000 tested, 3.4% active; AID 628;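 active = calcium fluorescence response, raw or row-and-column corrected B-score, differing from the plate sample mean either way at a set confidence level, mostly lower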
Target sequence (P08482 whole entry, looked up): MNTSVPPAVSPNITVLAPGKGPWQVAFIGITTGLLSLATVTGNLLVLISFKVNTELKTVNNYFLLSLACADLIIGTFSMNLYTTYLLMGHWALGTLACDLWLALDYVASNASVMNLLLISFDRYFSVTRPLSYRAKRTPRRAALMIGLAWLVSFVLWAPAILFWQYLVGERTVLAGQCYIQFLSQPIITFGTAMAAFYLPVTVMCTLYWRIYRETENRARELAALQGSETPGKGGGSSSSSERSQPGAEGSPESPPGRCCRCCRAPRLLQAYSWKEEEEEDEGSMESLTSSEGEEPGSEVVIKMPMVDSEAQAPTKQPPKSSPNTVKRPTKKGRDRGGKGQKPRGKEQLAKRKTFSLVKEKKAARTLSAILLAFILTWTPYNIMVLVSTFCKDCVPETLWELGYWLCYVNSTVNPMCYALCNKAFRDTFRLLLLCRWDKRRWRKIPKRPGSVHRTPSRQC
TNAP act mid DEA: activators of human TNAP at intermediate phosphate acceptor; P05186; purified TNAP, CDP-star luminescence, 100 mM DEA, 30 min; hits give high values; scale: 0 levamisole-inhibited, 1 vehicle-only enzyme; activation factor at 20 µM; 64,000 tested, under 10 active;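 active = activation factor of at least 2 at 20 µM, relative to controls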
HEK293 NFkB inh: lowers PMA/ionomycin-induced NF-kB signal in HEK293 cells | inhibition, % at 3 µM | AID 465 | HEK-293 NF-kB luciferase reporter, luminescence | 62,000 tested, 0.21% active;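 active = inhibition above the mean of all tested compounds plus 3 SD, cut at about 40% in these data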;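 note: 0% = stimulated DMSO wells and 100% = 10 µM reference inhibitor 5653914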
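System: NF-kB luciferase reporter HEK-293 cells | Replication: Single test | Control set: DMSO vs reference inhibitor | Evaluation: % inhibition | Schedule: 1 h pretreatment, 16 h stimulation, 37 °C | Probe or stimulus: PMA with ionomycin | Compound dosing: One dose, 3 µM | Detection: Luciferase luminescence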
Jurkat tox 60K: cytotoxic compounds reducing Jurkat cell viability | inhibition, % at 4 µM | 56,000 tested, 1.2% active | Jurkat E6.1 viability, ATP luminescence, 48 h | AID 463;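 active = inhibition above the mean inhibition of all tested compounds plus 3 SD, cut at about 28% in these data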
S1P3 agonist: activates the human S1P3 receptor; S1P3 NFAT-BLA reporter cells, agonism, FRET ratio; relative to 1 µM S1P, basal subtracted; activation, % at 4.5 µM; 60,000 tested, 0.1% active; AID 373; Q99500;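 active = activation above the screen-wide mean plus 3 SD, cut at about 4.5% in these data, passing the limit was not always enough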; note: some compounds called inactive have numbers as strong as hits
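Assay system: stable CHO line with human S1P3, Gα16, NFAT-BLA reporter; Detection: FRET β-lactamase substrate fluorescence, excitation 405 nm, 460/535 nm emission ratio, background-subtracted; Read-out: percent activation versus median 1 µM S1P response, basal-subtracted, per plate; Incubation: cells plated overnight, compound 4 h 37 °C, substrate 2 h RT.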
M1 ag: M1 muscarinic receptor agonism. CHO-M1 cells, Fluo-4 calcium fluorescence, agonist mode; hits give high values. B-score at 10 µM. 64,000 tested, 3% active. AID 626;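 active = fluorescence rise, raw or as B-score row- and column-corrected plate score, outside the 99.7% band of its plate's samples, either direction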
D1 mod: allosterically modulates the human D1 dopamine receptor; P21728; HEK293 D1, CRE-luciferase, dopamine EC30 potentiation; actives deviate in either direction; B-score at 10 µM; 58,000 tested, 5.9% active; AID 641;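 active = luminescence count or its row- and column-corrected plate score outside the 99.7% band of the plate's sample wells, on either side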
Target sequence (P21728 whole entry, looked up): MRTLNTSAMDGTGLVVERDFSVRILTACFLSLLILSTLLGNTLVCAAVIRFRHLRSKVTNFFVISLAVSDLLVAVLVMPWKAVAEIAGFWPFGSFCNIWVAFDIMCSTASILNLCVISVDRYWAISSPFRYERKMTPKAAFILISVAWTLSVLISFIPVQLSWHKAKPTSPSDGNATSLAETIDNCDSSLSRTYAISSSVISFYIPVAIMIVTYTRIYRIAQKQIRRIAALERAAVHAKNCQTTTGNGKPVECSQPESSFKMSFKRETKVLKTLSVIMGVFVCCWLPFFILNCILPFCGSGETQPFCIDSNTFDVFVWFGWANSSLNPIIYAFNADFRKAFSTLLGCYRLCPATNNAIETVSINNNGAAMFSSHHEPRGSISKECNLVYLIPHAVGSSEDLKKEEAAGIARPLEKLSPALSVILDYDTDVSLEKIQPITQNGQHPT
An asterisk follows results filed as active; nt = not tested or not shown.

SMILES	S1P1 ag pot	E coli RNAP	M1 antag	TNAP act mid DEA	HEK293 NFkB inh	Jurkat tox 60K	S1P3 agonist	M1 ag	D1 mod
CCC1CCCCN1C(=O)Cn1c(C(=O)OC)cc2ccsc21 (configuration not stated)	7	-4	0.096	0.9	17	4	-1.2	-0.13	1.1
O=C(CCc1ccccc1)Nc1nc2ccc(S(=O)(=O)N3CCOCC3)cc2s1	19	6	0.39	0.9	19	2	-0.3	-0.95	0.84
Fc1ccc(N2CCN(C(c3cccs3)c3nnnn3C3CCCC3)CC2)cc1 (configuration not stated)	-1	11	0.15	0.9	26	0	0.1	1.8	0.27
O=C(CCn1c(=O)oc2ccccc21)N1CCCCCC1	11	5	-0.28	0.9	-2	-2	-0.7	0.2	-0.31
CCOC(=O)C1=C(C)NC(C)=C(C(=O)OCC)C1C(=O)OCC(=O)c1ccc2c(c1)OCCO2	6	5	-0.94	0.9	1	3	-0.3	0.27	10*
COc1cc(C)nc(SCC(N)=O)n1	-38	0	-0.22	1	-5	-1	-1.1	0.31	0.32
CN(C)CCNc1oc(COc2ccc(-c3ccccc3)cc2)nc1C#N	-1	11	-0.47	0.9	3	-5	0.1	-1.6	-1.7
CCOC(=O)c1oc2cc(O)ccc2c(=O)c1-c1csc(C)n1	22	1	-0.34	0.9	9	0	-0.9	0.55	-0.96
COc1ccc(NC(=O)CSc2nc3ccccc3c(=O)n2-c2ccc3c(c2)OCO3)c(OC)c1	17	7	-0.89	0.9	8	-9	0.8	-0.34	3.9*
O=C1COc2ccc(C(=O)CSc3nnc(-c4cccs4)n3Cc3ccccc3)cc2N1	35	3	0.7	0.9	9	2	0.6	-0.94	-0.15
CN(CCNC(=O)c1cn(C)c2ccc(S(=O)(=O)N(C)C)cc2c1=O)CCc1ccccc1	-21	9	-1.6	1	4	-9	-0.2	-0.27	-1.8
CCSc1nnc(Cc2cc(=O)[nH]c(=O)[nH]2)n1-c1cc(C)ccc1C	-35	12	0.63	0.9	1	1	-0.9	0.42	nt
CCN(CCCNC(=O)C1CCN(S(=O)(=O)c2cnc[nH]2)CC1)c1cccc(C)c1	-3	3	-0.13	1	15	-5	-0.2	0.65	1.8
COCc1nc2ccccc2n1CCCOc1ccccc1	7	nt	-0.13	0.9	-2	0	-0.7	-1.8	-1.2
CC(=O)c1c(C(C)=O)c(C)n(-c2nc(-c3cccs3)c(C)s2)c1C	11	-4	0.31	0.9	13	6	-1.1	-0.38	-0.1

Record cards, as listed above. Order of screens: S1P1 ag pot	E coli RNAP	M1 antag	TNAP act mid DEA	HEK293 NFkB inh	Jurkat tox 60K	S1P3 agonist	M1 ag	D1 mod
CCOC(=O)C1=C(C)NC(C)=C(C(=O)OCC)C1C(=O)OCC(=O)c1ccc2c(c1)OCCO2 in the list: 6	5	-0.94	0.9	1	3	-0.3	0.27	10*
CCSc1nnc(Cc2cc(=O)[nH]c(=O)[nH]2)n1-c1cc(C)ccc1C in the list: -35	12	0.63	0.9	1	1	-0.9	0.42	nt
O=C1COc2ccc(C(=O)CSc3nnc(-c4cccs4)n3Cc3ccccc3)cc2N1 in the list: 35	3	0.7	0.9	9	2	0.6	-0.94	-0.15

Continued.
SMILES	S1P1 ag pot	E coli RNAP	M1 antag	TNAP act mid DEA	HEK293 NFkB inh	Jurkat tox 60K	S1P3 agonist	M1 ag	D1 mod
Cc1ccc(S(=O)(=O)Nc2cc(NC(=O)CN3CCOCC3)ccc2Cl)cc1	13	nt	0.47	0.9	-5	-4	-0.8	-0.21	-1.6
CSC1=C(C#N)C(c2ccc(C(C)C)cc2)CC(=O)N1 (configuration not stated)	-14	4	-1.4	0.9	6	4	-0.4	-1.6	0.38
Cc1ccc(C2/C(=C(/O)c3ccc(OC(C)C)cc3)C(=O)C(=O)N2CCN2CCOCC2)cc1 (configuration not stated)	-4	14	0.005	0.9	nt	nt	-2.4	0.14	nt
c1cc(-c2nn[nH]n2)ccc1CN1CCCCC1	-39	8	-0.63	1	24	-5	-0.2	-0.51	0.35
CN1CCc2c(sc(NC(=O)c3ccc(S(=O)(=O)N4CCOCC4)cc3)c2C(N)=O)C1	-7	10	-0.21	0.9	9	3	-1.1	-0.34	nt
Cc1cccc2cc(COC(=O)c3ccco3)c(=O)[nH]c12	-4	12	-0.024	0.9	16	-4	-0.1	-0.04	0.01
CCc1nc(N2CCOCC2)c(C#N)c2c1COC(C)(C)C2	-33	3	0.58	1	20	2	-0.4	0.0083	5.6*
CC1(C)CC2(CC(C)(C)NC(=O)N2)NC(=O)N1	nt	7	-0.68	0.9	-2	nt	nt	-1.2	2
COc1ccc2c(c1)S/C(=C\C(=O)c1ccncc1)N2C	-24	-1	0.15	0.9	-12	-7	-1.1	-0.87	-0.69
CCOC(=O)N1CCN(C2=CC(=O)OC23CCCCC3)CC1	-1	nt	0.22	0.9	1	6	1.0	-0.99	-0.011
O=C(CSc1nc(-c2ccco2)cc(C(F)(F)F)n1)Nc1ccc2c(c1)CCC2	7	6	-0.23	0.9	35	-3	-0.2	0.2	0.81
C#CCSc1nnc(-c2cccc3ccccc23)o1	19	5	-0.34	0.8	10	5	-1.3	-0.4	nt
CN1c2ccccc2N(C)C1c1ccc2c(c1)OCO2	13	1	-0.44	0.9	16	21	-1.0	0.055	-0.56
COc1cc(C2C(C(C)=O)=C(C)Nc3ncnn32)ccc1O (configuration not stated)	nt	-2	0.43	1	6	nt	nt	-0.074	-0.12
Cc1cccc(N2CCN(C(=O)c3cc4c(=O)n(C)c5ccccc5c4n3C)CC2)c1C	-17	2	0.6	1	18	2	-1.4	-0.67	-0.79
CCCS(=O)(=O)N1CCCC(C(=O)N2CCN(c3ccccc3)CC2)C1 (configuration not stated)	-2	0	0.4	1	6	3	-1.6	0.22	0.029
Cc1cc2cc(CNS(=O)(=O)c3ccccc3)ccc2n1C	-6	3	-0.42	0.9	12	12	-1.8	-0.96	-0.23
Nc1cc(N)nc(SCC(=O)Nc2ccc3c(c2)OCCCO3)n1	7	5	0.093	0.9	15	4	-0.6	0.13	nt
CC(C)CNC(=O)COC(=O)c1cc(S(=O)(=O)N2CCCCC2)ccc1N1CCOCC1	nt	3	1.2	0.9	15	nt	nt	0.47	nt
CCCc1nc2oc(C(=O)OCC)c(N)c2c2c1COC(C)(C)C2	3	-5	-0.22	0.9	15	-1	-1.3	-0.47	3.9
CCOC(=O)C1CCCN(CC(=O)NC2=Nc3ccccc3N=C(C)C2c2ccccc2)C1 (configuration not stated)	-5	7	0.41	1	10	0	-0.8	7.4*	-1.8
c1ccc(CCNC2=NCCCS2)cc1	14	0	-0.76	0.9	9	-6	-0.3	-0.1	0.29
CCN1CCN(Cc2nc3c(c(=O)[nH]c(=O)n3C)n2Cc2ccccc2Cl)CC1	-12	9	-0.22	0.8	12	1	0.0	0.083	-2.3
COC(=O)CN(c1ccc(C)cc1)S(=O)(=O)c1ccc2c(c1)n(C)c(=O)c(=O)n2C	7	5	-0.52	0.9	1	8	-0.3	-0.043	0.39
CCC(Cc1ccccc1)NC(=O)CN1C(=O)CSc2ncccc21 (configuration not stated)	3	9	-0.1	0.9	9	4	-1.0	-1.1	-1.4
Clc1cccc(-c2nc3nc4ccccc4nc3n2Cc2ccco2)c1	2	1	-0.14	0.9	-19	6	-0.8	2.1	0.046
COC(=O)c1ccc2nc(NC(=O)CN3C(=O)CCC3=O)sc2c1	-10	4	-0.33	0.9	4	-8	0.9	-0.0063	0.35
O=C1CS/C(=C/C(=O)c2ccccc2)N1	-8	2	-0.16	1	5	2	-1.9	0.0072	0.39
O=C(c1ccc(CNc2c(N3CCCC3)c(=O)c2=O)cc1)N1CCc2ccccc2C1	-27	-17	0.37	0.9	8	-4	2.2	0.019	0.014
O=C(O)COc1cccc(NC(=O)c2ccccc2)c1	-24	nt	-0.37	0.9	14	-6	-1.1	-0.67	nt

3 structures out of the list, ordered by formula weight, low to high.
SMILES	S1P1 ag pot	E coli RNAP	M1 antag	TNAP act mid DEA	HEK293 NFkB inh	Jurkat tox 60K	S1P3 agonist	M1 ag	D1 mod
O=C(O)COc1cccc(NC(=O)c2ccccc2)c1	-24	nt	-0.37	0.9	14	-6	-1.1	-0.67	nt
CCCc1nc2oc(C(=O)OCC)c(N)c2c2c1COC(C)(C)C2	3	-5	-0.22	0.9	15	-1	-1.3	-0.47	3.9
COC(=O)c1ccc2nc(NC(=O)CN3C(=O)CCC3=O)sc2c1	-10	4	-0.33	0.9	4	-8	0.9	-0.0063	0.35

The list continues.
SMILES	S1P1 ag pot	E coli RNAP	M1 antag	TNAP act mid DEA	HEK293 NFkB inh	Jurkat tox 60K	S1P3 agonist	M1 ag	D1 mod
CCCCc1cc(O)c(CCCC)c(O)c1	-48	12	-3.3*	0.9	-5	2	-0.5	37*	2.4
O=S1(=O)N=C(Oc2ccccc2)c2ccccc21	-7	6	-0.82	0.9	6	-10	-0.1	0.093	nt
O=C(NCCCn1ccnc1)Nc1cccc(Cl)c1	8	0	-1.2	0.9	13	-1	-1.5	-1.4	-0.31
CCCCN(C(=O)NC(=O)Nc1ccccc1C)S(C)(=O)=O	-11	4	0.29	1	2	-4	-0.3	0.076	0.017
CC(Nc1nc(N2CCN(S(C)(=O)=O)CC2)nc2ccccc12)c1ccccc1 (configuration not stated)	0	nt	-0.15	nt	15	6	-1.1	-0.0026	-3*
O=C(NC1CCCCNC1=O)c1ccc(Cl)cc1 (configuration not stated)	-3	9	0.00048	1	20	-8	-0.2	0.052	1.2
CCc1ccc(C2CC(c3ccccc3C)n3nc(N)nc3N2)cc1 (configuration not stated)	-35	4	0.66	1	5	3	-0.8	-0.33	0.42
COc1ccc(C)cc1-n1nnnc1SCC(=O)N1CCC(C(=O)Nc2nccs2)CC1	4	-1	-0.0021	0.9	16	1	0.3	0.24	1.4
C=CCOC(=O)C1=C(C)OC(N)=C(C#N)C1c1ccccc1F (configuration not stated)	-6	2	-0.82	0.9	10	-5	1.0	-0.15	2.2
Cc1ccc(C)c2[nH]c(=O)c(CCNC(=O)c3cc4ccccc4o3)cc12	9	5	-0.091	1	-4	0	-1.3	2.9*	0.9
COc1ccccc1C(=O)N1CCC(C(=O)c2ccc(F)cc2)CC1	5	1	-0.32	0.9	10	5	-1.1	2	-0.78
COCCn1c(C)cc(C(=O)CSc2ncnc3sc4c(c23)CCC4)c1C	nt	14	-0.54	0.9	11	-2	-1.0	-0.03	1.6
O=C(NCCN1CCN(c2ccccc2F)CC1)C1CC(=O)N(C2CCCC2)C1 (configuration not stated)	10	5	-0.27	1	13	-3	0.5	-0.41	-2.5
COc1cccc(C2CC(c3ccc(C)cc3)n3nc(N)nc3N2)c1 (configuration not stated)	-8	4	-0.61	0.9	14	4	-0.6	-0.56	0.77
CCCC(CCC)C(=O)OC1C[C@H]2CC[C@@H](C1)[N+]2(C)C (some centres not stated)	-21	12	-15*	0.9	nt	nt	-2.0	-0.15	-0.37
